Assay outcomes from PubChem BioAssay.
ASAP1 inh: inhibitors of human ASAP1 ArfGAP activity, primary screen, biochemical, fluorescence polarization | Arf-GAP with SH3 domain, ANK repeat and PH domain-containing protein 1 (Homo sapiens), … | ASAP1-stimulated ARF1 GTP hydrolysis, GDP FP detection | inhibition, % at 16.5 µM | 360,000 tested, 0.19% active; in the data active = inhibition above about 25%;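 also: 0% = vehicle with enzyme and substrate and 100% = no enzyme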
Target sequence (Q9ULH1 325-724 limits assumed): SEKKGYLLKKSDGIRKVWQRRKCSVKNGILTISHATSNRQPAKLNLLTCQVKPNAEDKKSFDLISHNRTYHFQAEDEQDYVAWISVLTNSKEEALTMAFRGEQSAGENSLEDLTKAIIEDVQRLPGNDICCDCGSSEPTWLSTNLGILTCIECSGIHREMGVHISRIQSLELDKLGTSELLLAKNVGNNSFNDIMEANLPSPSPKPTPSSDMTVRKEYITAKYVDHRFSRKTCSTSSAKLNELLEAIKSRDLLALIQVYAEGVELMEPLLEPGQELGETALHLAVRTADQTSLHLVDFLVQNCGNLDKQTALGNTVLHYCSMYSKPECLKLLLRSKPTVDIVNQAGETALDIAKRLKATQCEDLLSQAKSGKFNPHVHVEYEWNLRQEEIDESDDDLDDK
LEDGF integ inh: blockers of LEDGF/p75-dependent integrase strand transfer – biochemical, TR-FRET, high throughput, primary screen | 370,000 tested, 0.64% active | TR-FRET IN-LEDGF/p75 DNA integration, Eu/Cy5 | inhibition, % at 3.7 µM | HIV-1 integrase (with human LEDGF/p75);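 active = inhibition above the screen-wide mean plus 3 SD, cut at about 13% in these data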;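 also: signal is the Cy5 over europium emission ratio at 671 and 618 nm; 0% = plate median of compound wells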
ADAM10 inh: human ADAM10 inhibitors, primary screen, biochemical, QFRET, HTS | 370,000 tested, 0.62% active | recombinant ADAM10, EDANS/DABCYL FRET peptide cleavage, 3 h | Disintegrin and metalloproteinase domain-containing protein 10 (Homo sapiens), O14672 | inhibition, % at 7 µM | AID 720582, 2013;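 active = inhibition above a per-campaign cutoff equal to the mean of compounds falling between control-based bounds plus 3 SD, cut at about 20% in these data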;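 also: 0% = DMSO wells while the 100% control is not disclosed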
Target sequence (O14672 214-748 limits assumed): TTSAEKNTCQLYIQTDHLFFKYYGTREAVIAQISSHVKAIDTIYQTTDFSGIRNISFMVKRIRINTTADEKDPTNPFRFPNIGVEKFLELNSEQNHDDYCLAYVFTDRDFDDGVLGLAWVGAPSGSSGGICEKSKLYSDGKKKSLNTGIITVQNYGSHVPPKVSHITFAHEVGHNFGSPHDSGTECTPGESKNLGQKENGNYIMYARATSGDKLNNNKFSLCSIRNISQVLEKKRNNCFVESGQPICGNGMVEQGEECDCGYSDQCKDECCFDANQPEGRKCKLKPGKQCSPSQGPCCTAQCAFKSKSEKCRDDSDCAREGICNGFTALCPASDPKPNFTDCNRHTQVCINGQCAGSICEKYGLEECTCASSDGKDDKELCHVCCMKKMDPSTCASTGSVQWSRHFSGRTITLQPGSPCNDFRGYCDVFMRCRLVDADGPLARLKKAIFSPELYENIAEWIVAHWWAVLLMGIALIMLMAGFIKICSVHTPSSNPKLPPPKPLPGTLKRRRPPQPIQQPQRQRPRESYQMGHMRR
DDE Tn7 FP inh: inhibitors of Tn7 peptide binding to fibrin DD(E), primary screen, biochemical, fluorescence polarization, human fibrin, Tn7 probe; Fibrinogen beta chain (Homo sapiens), P02675; FP displacement of FITC-Tn7 peptide from fibrin DD(E); 0% = median of compound wells per plate; inhibition, % at 8.3 µM; 370,000 tested, 0.13% active;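 active = inhibition above the mean of compounds falling within the control limits plus 3 SD of them, cut at about 14% in these data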;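 also: 0% = plate median of compound wells and 100% = 10 µM Aha-Tn7 peptide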
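Also added: labelled Tn7 tracer, 0.1 µM; Assay system: human fibrin DD(E) protein; Amount: 2 µM fibrin DD(E); Schedule: 10 min compound pre-incubation, 3 h probe incubation at room temperature; Repeats: one replicate per compound; Read-out basis: percent inhibition; Measured by: fluorescence polarization of the labelled Tn7 tracer.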
PLCg1 inh: PLC-gamma1 enzyme inhibitors, primary screen, biochemical, fluorescence, purified enzyme. 1-phosphatidylinositol 4,5-bisphosphate phosphodiesterase gamma-1 (Homo sapiens), P19174. fluorogenic substrate. inhibition, % at 12.2 µM. 370,000 tested, 0.84% active; in the data active = inhibition above about 9.5%
TDP2 absorb: human TDP2 enzyme inhibitors, primary screen, biochemical, epi absorbance, recombinant enzyme | Tyrosyl-DNA phosphodiesterase 2 (Homo sapiens), O95551 | T5PNP hydrolysis, p-nitrophenol absorbance 415 nm | inhibition, % at 12.8 µM | 370,000 tested, 0.34% active;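 active = inhibition above the mean of all tested compounds plus 3 SD, set per campaign, cut at about 25% in these data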;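 also: 0% = DMSO with enzyme and 100% = buffer with substrate but no TDP2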
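Material: recombinant human TDP2; quantity: TDP2 enzyme at 120 nM final; medium: Tris-HCl pH 7.5 with MgCl2; compound: single concentration, 12.8 µM nominal, with 1% DMSO; incubation: 2 h enzyme incubation at 37 °C; signal: epi absorbance; measure: percent inhibition; benchmarks: high control without enzyme, low control DMSO plus TDP2; repeats: singlicate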
ADAM17 inh: ADAM17 inhibitors, primary screen, biochemical, QFRET | recombinant ADAM17, EDANS/DABCYL FRET peptide cleavage | inhibition, % at 6.95 µM | 370,000 tested, 0.83% active;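 active = inhibition above the mean of compounds lying between control limits plus 3 SD, set per campaign, cut at about 8.5% in these data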;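 also: 0% = DMSO-only wells as the low control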
Tn6 DDE FP: inhibitors of Tn6 peptide binding to fibrin DD(E), primary screen, biochemical, fluorescence polarization, human fibrin, Tn6 probe | Fibrinogen beta chain (Homo sapiens), P02675 | Fibrin DD(E) TRITC-Tn6 fluorescence polarization displacement | inhibition, % at 8.3 µM | 370,000 tested, 0.21% active | AID 720509, 2013;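 active = inhibition above a per-campaign cutoff: mean of compounds within control limits plus 3 SD, cut at about 15% in these data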;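 also: 0% = median of all compound wells on the plate and 100% = blocking peptide control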
proKLK7 act: proKLK7 zymogen activators, primary screen, biochemical, fluorescence intensity. 370,000 tested, 0.9% active. Kallikrein-7 (Homo sapiens), P49862. purified proKLK7, EDANS-DABCYL substrate fluorescence; 100% is mature enzyme control, 0% vehicle. activation, % at 7 µM;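 active = activation above the mean of all tested compounds plus 3 SD, computed per campaign excluding outliers beyond control limits, cut at about 13% in these data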
ARFGAP1 inh: inhibitors of rat ARFGAP1 GAP activity, primary screen, biochemical, fluorescence polarization, GDP tracer; ADP-ribosylation factor GTPase-activating protein 1 (Rattus norvegicus), Q62848; Arfgap1-stimulated ARF1 GTP hydrolysis, GDP FP detection; inhibition, % at 16.5 µM; 360,000 tested, 0.26% active;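 active = inhibition above a per-plate limit, mean inhibition of low control wells plus 3 SD, cut at about 25% in these data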;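 also: 0% = DMSO wells with enzyme and 100% = wells lacking Arfgap1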
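system = rat Arfgap1 catalytic domain, aa 1-136 | technique = FP, GDP Alexa 633 tracer displaced from anti-GDP antibody, 620/688 nm | compound = one concentration, 16.5 µM, DMSO 1.26% | medium = HEPES-based buffer, pH 7.5 | timing = compound-enzyme preincubation 20 min, reaction 120 min, detection 60 min, 25 °C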
* = called active by the depositor; i = inactive; x = no result given.

#	Structure	ASAP1 inh	LEDGF integ inh	ADAM10 inh	DDE Tn7 FP inh	PLCg1 inh	TDP2 absorb	ADAM17 inh	Tn6 DDE FP	proKLK7 act	ARFGAP1 inh
1	CCS(=O)(=O)c1nc(S(=O)(=O)c2ccc(Cl)cc2)c(N2CCC(O)CC2)s1	-2	-5	-7	-8	-2	-1	-6	-1	0.1	6
2	CCOC(=O)c1[nH]c(C)c(/C(O)=C2\C(=O)C(=O)N(CCN(C)C)C2c2ccc(C)o2)c1C (stereo not drawn)	11	-3	-5	10	-12	15	-6	0	0.6	-14
3	CCN(CC)CCn1c2c(c(SCC(=O)Nc3ccc4c(c3)OCCO4)nc1=O)CCCC2	-5	0	4	2	3	-19	-7	-7	-0.3	5
4	Cc1cc(C)cc(C(=O)OCCN(C)C2CN(Cc3cn(Cc4ccccc4F)nn3)S(=O)(=O)C2)c1 (stereo not drawn)	x	1	3	-2	1	1	2	-4	1.0	x
5	O=C(CSc1ccc(-c2ccc(F)cc2)nn1)NCC1CCCO1 (stereo not drawn)	-4	3	7	2	5	-1	-1	1	0.4	-18
6	Cc1ccc(NC(=O)c2ccccc2OCC(=O)c2ccccc2)cc1	2	0	-2	-1	1	-1	-1	4	-0.4	0
7	CC(C)COP(=O)(OCC(C)C)C(Nc1ccccc1)c1ccccc1 (stereo not drawn)	-6	2	6	-4	0	-7	3	-9	0.8	3
8	CN(CC(=O)Nc1ccc(F)cc1[N+](=O)[O-])C1CCS(=O)(=O)C1 (stereo not drawn)	2	2	-5	-1	0	6	-1	4	0.0	6
9	O=C(NC1CCCN(Cc2ccc(Cl)cc2)C1)c1ccccc1C(F)(F)F (stereo not drawn)	-7	0	2	-4	2	12	-2	0	-0.1	-9
10	O=C1CC(c2ccccc2)CC2=C1CN(C1CCCCC1)CN2 (stereo not drawn)	-5	0	-7	2	-11	3	-2	10	-2.1	0
11	O=C1c2ccccc2C(=O)c2c1ccc(O)c2O	-19	-9	-5	12	-7	6	-3	8	0.5	-14
12	CC(=O)c1cccc(NC(=S)N2CCN(S(C)(=O)=O)CC2)c1	-3	-2	-6	3	2	-4	-7	1	0.2	-5
13	CC(CNC(=O)CN1C(=O)CCSc2ccccc21)c1ccccc1 (stereo not drawn)	-4	-2	-6	-2	0	9	-2	6	-0.4	-1
14	Cc1ccc(NC(=O)NNC(=O)c2cccs2)cc1	-10	0	4	4	1	1	-5	2	1.3	3
15	Cc1ccc2sc(NC(=O)C3CC3)nc2c1C	10	-1	3	-3	-1	-2	2	10	0.5	13
16	CC(=O)Nc1cc(-c2nn(C)c(=O)c3ccccc23)ccc1N1CCCCC1	4	-1	-3	-3	-6	9	2	-9	-0.7	-2
17	COc1cc(CNC(C)C)ccc1OCC(=O)Nc1cccc2ccccc12	-6	-1	3	4	2	9	0	5	0.2	-5
18	O=C(CCN1C(=O)C2CC=C(Cl)CC2C1=O)NC1CCCCC1 (stereo not drawn)	-1	-5	-4	6	-9	-2	-8	1	0.0	6
19	CC(C)(C)NS(=O)(=O)c1ccc(CCC(=O)N2CCCCC2)cc1	5	3	-1	0	-2	12	-4	-6	0.8	0
20	CCCCC(=O)NNC(=O)c1c(O)c2ccccc2[nH]c1=O	19	1	3	5	3	-20	1	-2	0.2	-11
21	Cc1ccc(S(=O)(=O)Nc2nc(C)c(C(=O)NNS(=O)(=O)c3cc(C)ccc3C)s2)cc1	-5	0	2	11	-7	16	1	2	0.6	0
22	Cc1ccc(Cn2cc(S(=O)(=O)c3ccc(C(C)C)cc3)c(=O)c3cc4c(cc32)OCO4)cc1	0	-2	-2	7	-22	-5	3	3	-3.9	8
23	O=C(c1ccco1)N1N=C(c2ccco2)CC1c1ccc(Cl)cc1Cl (stereo not drawn)	-10	-4	-91	0	-19	-4	-23	3	-0.7	-15
24	CCC(C(N)=O)N1C(=O)C2C3CCC(C3)C2C1=O (stereo not drawn)	1	1	-9	-5	9	-11	4	2	0.6	2
25	Cn1c(=O)oc2cc(S(=O)(=O)NCCC(=O)N3CCc4ccccc43)ccc21	6	-2	-4	1	-1	13	-5	5	-0.5	5

3 compounds already listed, arranged by their value in DDE Tn7 FP inh, high to low.
entry	molecule	ASAP1 inh	LEDGF integ inh	ADAM10 inh	DDE Tn7 FP inh	PLCg1 inh	TDP2 absorb	ADAM17 inh	Tn6 DDE FP	proKLK7 act	ARFGAP1 inh
11	O=C1c2ccccc2C(=O)c2c1ccc(O)c2O	-19	-9	-5	12	-7	6	-3	8	0.5	-14
4	Cc1cc(C)cc(C(=O)OCCN(C)C2CN(Cc3cn(Cc4ccccc4F)nn3)S(=O)(=O)C2)c1 (stereo not drawn)	x	1	3	-2	1	1	2	-4	1.0	x
1	CCS(=O)(=O)c1nc(S(=O)(=O)c2ccc(Cl)cc2)c(N2CCC(O)CC2)s1	-2	-5	-7	-8	-2	-1	-6	-1	0.1	6

Following part
#	Structure	ASAP1 inh	LEDGF integ inh	ADAM10 inh	DDE Tn7 FP inh	PLCg1 inh	TDP2 absorb	ADAM17 inh	Tn6 DDE FP	proKLK7 act	ARFGAP1 inh
26	CC(C)[C@@H](C(=O)NCC1CCCO1)N1C(=O)N2CCc3c([nH]c4ccccc34)[C@@]2(C)C1=O (stereo partly drawn)	-1	4	-4	-10	1	2	-2	2	0.2	6
27	COc1ccc2c(c1)[nH]c1c(=O)n(Cc3ccccn3)cnc12	1	-4	3	4	1	4	-4	2	0.0	3
28	Cn1c(N2CCOCC2)nc2c1c(=O)n(Cc1ccc(Cl)cc1)c(=O)n2C	14	-1	-13	-3	3	-4	-3	0	-0.7	8
29	COc1ccc(N)cc1NC(=O)CN1CCOCC1	0	-1	-7	-8	0	9	-1	4	0.2	-10
30	CSc1ccc(C=NNC(=O)c2cc(-c3ccc(Cl)cc3)n[nH]2)cc1	x	-1	-30	1	-18	-1	-6	8	-22	x
31	N#Cc1cnc(SCC(=O)c2ccccc2)nc1N	1	1	-19	-2	-14	6	-3	4	0.4	-7
32	COc1ccc(C2CC(c3ccccc3)=NN2C(=O)COC(=O)c2cc(S(=O)(=O)N3CCOCC3)ccc2F)cc1 (stereo not drawn)	-4	-1	18	0	-2	5	6	-2	-0.3	1
33	CCOC(=O)C1=C(N)OC2=C(C(=O)CCC2)C1c1cccs1 (stereo not drawn)	-1	-5	-4	7	-3	-1	-1	1	0.4	1
34	O=C(Nc1cccc([N+](=O)[O-])c1)c1ccc2ccccc2c1O	0	4	5	-3	0	-6	0	-2	0.1	7
35	O=C(Cn1cnc2ccccc21)N/N=C/c1cccnc1	2	2	2	1	-3	4	-2	3	-0.4	-8
36	Cc1cccc(NC(=O)/C(=C\c2ccc([N+](=O)[O-])o2)NC(=O)c2ccc(Cl)cc2)c1	9	1	5	-9	-6	8	2	-2	0.5	-1
37	C#CCN(C[C@@H]1[C@@H](OC(=O)NCC2CCCCC2)[C@@H](OC(=O)NCC2CCCCC2)CN(C(=O)OC(C)C)N1C(=O)OC(C)C)S(=O)(=O)c1ccc(C)cc1	-8	-3	-11	5	0	0	-1	-1	-0.3	-6
38	Cc1ccc(NC(=O)CSc2nc(N)c3cc4c(nc3n2)CCCC4)cc1	7	4	-29	-5	-3	-5	-7	-3	-2.3	5
39	CC(C)C(N)c1csc(Nc2ccccn2)n1 (stereo not drawn)	-11	2	-11	4	1	-1	-3	8	0.5	-6
40	CCOC(=O)NC(=O)c1cn(-c2ccc(OC)cc2)c(=O)[nH]c1=O	12	0	10	2	4	-7	-1	3	0.1	-1
41	CCN(CC)c1ccc(C(=O)NNC(=O)CCc2nc3ccccc3c(=O)[nH]2)cc1	-1	2	-4	-4	-2	1	1	-12	0.0	-6
42	Cc1ccc(COC(=O)c2nn(-c3ccccc3)nc2N)cc1	-2	0	i	-5	-148	11	-250	5	-8.1	13
43	COc1ccc(N(CC(C)C)S(=O)(=O)c2nnc(NC(=O)c3ccco3)s2)cc1	-4	2	-9	0	-5	-26	4	2	1.0	5
44	Cc1ccc(-c2n[nH]c(=S)nc2-c2ccc(C)cc2)cc1	1	-2	2	-1	0	8	2	4	-0.2	-1
45	COc1ccccc1CCNC(=O)c1ccc(C)o1	4	0	5	-3	1	9	-3	-1	0.3	4
46	COc1ccccc1-c1cc2nc(C)c(CCC(=O)NCc3ccco3)c(C)n2n1	3	-2	-33	-7	-103	-13	-16	2	1.6	6

Compound profiles, as listed above.
`CSc1ccc(C=NNC(=O)c2cc(-c3ccc(Cl)cc3)n[nH]2)cc1` in the list: ASAP1 inh: x; LEDGF integ inh: -1; ADAM10 inh: -30; DDE Tn7 FP inh: 1; PLCg1 inh: -18; TDP2 absorb: -1; ADAM17 inh: -6; Tn6 DDE FP: 8; proKLK7 act: -22; ARFGAP1 inh: x
`COc1ccccc1CCNC(=O)c1ccc(C)o1` in the list: ASAP1 inh: 4; LEDGF integ inh: 0; ADAM10 inh: 5; DDE Tn7 FP inh: -3; PLCg1 inh: 1; TDP2 absorb: 9; ADAM17 inh: -3; Tn6 DDE FP: -1; proKLK7 act: 0.3; ARFGAP1 inh: 4

Compounds as they come; 4.2% or so of the library scored in one or more.
